# Source: PubChem BioAssay (National Center for Advancing Translational Sciences (NCATS))
# VP16 counter – counter-screen for ROR gamma inhibitors: Gal4-VP16 reporter. Potency, µM (titrated, usually from 53.6 µM), inactives show top-dose activity, negative = inhibition, usual class: inhibitors. actives 3.5% (n = 310,000). Drosophila S2 Gal4-VP16 UAS-luciferase, luminescence, 20 h;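 also: Gal4-VP16 expression switched on by copper sulfate through the metallothionein promoter; potency is read from the fitted curve at half-maximal effect; % is scaled to controls: 0 for no effect and ±100 for the full control effect; nearly all actives have a fitted effect of over 50% in size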
# Rab9 prom act – activates the Rab9 promoter | Huh7 Rab9 promoter-luciferase reporter, luminescence, 24 h | Potency, µM (highest dose often 9.22 µM), without a hit: at the top dose activation, negative = inhibition, most hits filed as activators | actives 2.8% (n = 320,000) | AID 485297; also: potency is read from the fitted curve at half-maximal effect; % of control where 0% means no effect; nearly all actives have a fitted effect of over 60% in size
#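 Using Huh7 cells stably transfected with Rab9 promoter–luciferase, compounds were incubated 24 h at 37 °C, 5% CO2; luciferase luminescence was read 10 min after reagent addition.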
# p53 reactivator – restores transcriptional activity of mutant p53. actives 0.063% (n = 320,000). H1299 p53-A138V BP100-luciferase reporter, luminescence, 24 h. Potency, µM (titrated, usually from 92.2 µM), without a hit: at the top dose activity change, positive = activation, hits mostly activators; also: potency is read from the fitted curve at half-maximal effect; % of control where 0% means no effect; nearly all actives have a fitted effect of over 45% in size
#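 p53-null H1299 cells stably carrying temperature-sensitive p53-A138V and a BP100-luciferase reporter were pinned with compounds (4-point, 1:5 series) and held 24 hrs at 37 deg C. Luminescence was read 10 min after detection reagent.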
# RORgamma inh – ROR gamma (mouse) transcription inhibition. P51450. Drosophila S2 Gal4-RORgamma UAS-luciferase reporter, 20 h. Potency, µM (series often up to 53.6 µM), inactives show top-dose activity change, negative = inhibition, hits mostly inhibitors. actives 5.4% (n = 310,000); also: potency is read from the fitted curve at half-maximal effect; % is scaled to controls: 0 for no effect and ±100 for the full control effect; nearly all actives have a fitted effect of over 60% in size
#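 Using a luciferase readout, inhibitors were identified by reduced reporter activity in Drosophila cells coexpressing a copper-inducible Gal4–ROR gamma fusion and UAS-driven Photinus luciferase, incubated 20 hr after 700 uM copper sulfate.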
# NPC1 prom act – NPC1 promoter activation; Huh7 NPC1 promoter luciferase reporter, 24 h; Potency, µM (top dose mostly 9.22 µM), for the others: top-dose activation, most hits filed as activators; actives 2.4% (n = 320,000); AID 485313;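 also: potency is read from the fitted curve at half-maximal effect; % of control where 0% means no effect; nearly all actives have a fitted effect of over 60% in size; reporter is driven by a mutant NPC1 promoter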
#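 Cells: Huh7 expressing luciferase under the NPC1 promoter, 1500/well. Seeded 2 h, compound added, incubated 24 h at 37 °C. Luciferase reagent, 10 min ambient, then luminescence.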
# TRPV1 ag – agonists of human vanilloid receptor 1 (TRPV1); activation, % at 8.33 µM; actives 0.19% (n = 320,000); AID 540275; TRPV1-expressing cells, Fluo-8 calcium influx, agonist mode; in the data active = activation above about 80%; inconclusive = between about 30% and that limit; also: 0% is about no effect
#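 Fluo-8 calcium influx in TRPV1-expressing cells, kinetic read (ex 480/em 520 nm). Compound added and read 3 min for agonist activity, followed by capsaicin at EC20 final and 2 min further read for enhancement.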
# ELG1 DNA repair – ELG1-dependent DNA repair inhibition. HEK293T ELG1-luciferase reporter, luminescence, 16 h; DNA damage induced by 5-fluorouridine. Potency, µM (series often up to 46.1 µM), for the others: top-dose activity change, negative = inhibition, hits mostly inhibitors. actives 2.3% (n = 330,000); also: potency is read from the fitted curve at half-maximal effect; % is scaled to controls: 0 for no effect and ±100 for the full control effect; nearly all actives have a fitted effect of over 55% in size
#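 DMSO vehicle served as the neutral condition. Each well held 2,000 cells given 5-fluorouridine plus compound; after 16 hr at 37 °C/5% CO2, ONE-Glo was added and luciferase measured 30 min later.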
# ELG1 genotoxic – induces genotoxicity in HEK293T cells with luciferase-tagged ELG1; HEK293T ELG1-luciferase reporter, luminescence, 16 h; Potency, µM (top dose mostly 46 µM), for inactives: at the highest dose activity change, positive = activation, hits mostly activators; actives 1.3% (n = 330,000); also: potency is read from the fitted curve at half-maximal effect; % of control where 0% means no effect; nearly all actives have a fitted effect of over 60% in size
#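 Luminescence read-out: rising ELG1-luciferase signal, reflecting elevated ELG1 protein under genetic stress, flags genotoxic compounds. Cells were treated for 16 hr at 37 °C before ONE-Glo detection.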
# BRCA1 expr up – BRCA1 expression activation. MCF7-BRCA1-FFLuc reporter, luminescence, 48 h; response scale: scaled: vehicle 0%, 10 µM genistein 100%. actives 1.1% (n = 380,000). Potency, µM (doses to about 46.1 µM), inactives show at the highest dose activation, hits mostly activators; also: potency is read from the fitted curve at half-maximal effect; nearly all actives have a fitted effect of over 80% in size; some results filed as inactive show a strong effect at the top dose
#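 Compounds are tested at multiple concentrations on MCF7 BRCA1-luciferase reporter cells seeded at 2000 per well; after 48 h, a single luminescence end-point is taken and curves fitted to the normalized data.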
# Tb PFK inh – inhibitors of T. brucei phosphofructokinase | actives 0.17% (n = 330,000) | O15648 | Potency, µM (doses to about 57.5 µM), inactives show at the highest dose activity, negative = inhibition, most hits filed as inhibitors | T. brucei PFK, ADP-Glo luminescence | AID 485367;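 also: potency is read from the fitted curve at half-maximal effect; 0% = uninhibited 1x PFK enzyme wells and -100% = no-enzyme wells; nearly all actives have a fitted effect of over 60% in size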
# Target sequence (O15648 whole entry, looked up): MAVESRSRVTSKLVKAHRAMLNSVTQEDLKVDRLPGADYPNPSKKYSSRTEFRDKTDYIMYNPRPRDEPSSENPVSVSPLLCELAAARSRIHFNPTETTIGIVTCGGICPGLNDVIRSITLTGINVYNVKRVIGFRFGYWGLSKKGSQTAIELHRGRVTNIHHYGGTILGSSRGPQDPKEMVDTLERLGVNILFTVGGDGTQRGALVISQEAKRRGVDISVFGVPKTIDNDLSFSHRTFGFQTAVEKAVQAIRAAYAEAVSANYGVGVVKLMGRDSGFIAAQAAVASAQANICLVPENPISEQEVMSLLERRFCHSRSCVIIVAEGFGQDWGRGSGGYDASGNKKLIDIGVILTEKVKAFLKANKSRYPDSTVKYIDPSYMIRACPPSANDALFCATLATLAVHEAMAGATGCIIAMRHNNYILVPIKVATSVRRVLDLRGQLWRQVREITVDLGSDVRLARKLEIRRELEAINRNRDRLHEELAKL
#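 Activity is normalized to no-enzyme wells (full inhibition) and 1.25 nM enzyme wells (no inhibition). Reaction: 0.5 mM F6P, 0.1 mM ATP, 45 min RT, ADP-Glo luminescence; concentration-response curves fitted and classed by quality.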
# FLuc modulator – firefly luciferase modulation, counter-screen for miR-21 project | purified FLuc, Km substrates, luminescence inhibition | actives 6.9% (n = 360,000) | P08659 | Potency, µM (top dose mostly 57.5 µM), inactives show at the highest dose activity change, negative = inhibition, actives largely listed as inhibitors;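 also: potency is read from the fitted curve at half-maximal effect; plate controls were vehicle for no effect and reference inhibitor for full effect; nearly all actives have a fitted effect of over 55% in size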
# Target sequence (P08659 whole entry, looked up): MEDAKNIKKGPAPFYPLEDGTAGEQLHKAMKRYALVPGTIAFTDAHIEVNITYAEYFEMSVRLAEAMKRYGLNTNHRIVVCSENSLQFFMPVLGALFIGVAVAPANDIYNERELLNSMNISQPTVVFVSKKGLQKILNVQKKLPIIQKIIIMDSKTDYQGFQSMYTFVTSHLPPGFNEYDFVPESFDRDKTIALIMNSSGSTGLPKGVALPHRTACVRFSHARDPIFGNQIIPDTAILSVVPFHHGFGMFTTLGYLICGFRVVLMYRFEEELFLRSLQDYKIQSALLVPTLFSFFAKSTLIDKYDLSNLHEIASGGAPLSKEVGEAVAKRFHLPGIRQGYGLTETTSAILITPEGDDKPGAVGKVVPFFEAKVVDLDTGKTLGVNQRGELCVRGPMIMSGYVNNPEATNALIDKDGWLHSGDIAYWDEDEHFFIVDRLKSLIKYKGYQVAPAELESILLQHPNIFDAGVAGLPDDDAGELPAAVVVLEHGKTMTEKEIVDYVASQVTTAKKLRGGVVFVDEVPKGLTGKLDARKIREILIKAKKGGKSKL
#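 Biochemical qHTS of compounds, final roughly 60 µM downward over six points, against 10 nM purified firefly luciferase using Km concentrations of substrates (10 uM D-luciferin, 10 uM ATP) in Tris acetate pH 7.5 buffer; luminescence output.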
# Starred values were filed as active, the others as inactive; ? = inconclusive; / = not tested or not shown; [ ] = another dose, or the depositor's remark. Unless noted, calls follow the shape of the dose curve; as a rule, active = well fitted curve in the direction sought with a large enough effect; inconclusive = small, poorly fitted or top-dose-only effect, or another doubt; inactive = no such curve, though single readings can be large; an effect the other way counts as inactive or inconclusive.
1. O=C(CSc1ccc(-c2ccccn2)nn1)Nc1ccc(F)c(F)c1
2. COc1ccc(-n2c(N)c(C(=O)Nc3c(C)n(C)n(-c4ccccc4)c3=O)c3nc4ccccc4nc32)cc1
3. COc1ccc(Cl)cc1C(=O)NNC(=S)NC1CCCCC1
4. Cc1cc(-c2ccccc2)nc(N2CCC(C(=O)NC(C)C)CC2)n1
5. Cc1ccc(C(=O)Nc2nnc(SCC(=O)N3CCCc4ccccc43)s2)cc1
6. Cc1cccc(C)c1NC(=S)NC(=O)c1ccccc1F
7. O=C1CS/C(=C\[N+](=O)[O-])N1c1ccccc1
8. Cc1ccc(NC(=O)CN2C(=O)NC(Cc3ccccc3)C2=O)cc1 (configuration not stated)
9. CC(=O)c1cc2c(cc1NS(=O)(=O)c1ccc3c(c1)OCCO3)OCO2
10. CCOC(=O)N1CCN(C(=O)COC(=O)c2cc(C)ccc2C)CC1

assay / compound | 1 | 2 | 3 | 4 | 5 | 6 | 7 | 8 | 9 | 10
VP16 counter | -10.8% | -26.8% | ? | -3.6% | 1.26µM* | 6.31µM* | -12.6% | -2.4% | -2.3% | /
Rab9 prom act | -9.7% | -6.7% | 0.2% | ? | 0.316µM* | -5.9% | -0.1% | -3.1% | -1.6% | /
p53 reactivator | ? | -6.0% | 0.6% | 7.9% | 15.2% | -4.7% | -0.5% | -8.3% | -26.0% | 3.2%
RORgamma inh | 84.6% | 3.3% | 0.251µM* | 0.4% | 0.501µM* | 4.47µM* | -16.0% | 8.8% | 8.0% | /
NPC1 prom act | -1.2% | -3.6% | 14.0% | 22.0% | ? | -3.1% | 0.2% | -0.7% | -5.8% | /
TRPV1 ag | 12.9 | -1.3 | 1.5 | 9.7 | -5.6 | -3.6 | -4.0 | -2.1 | -5.9 | /
ELG1 DNA repair | ? | ? | 0.5% | 14.7% | ? | 3.7% | 0.3% | 12.1% | -9.8% | 3.4%
ELG1 genotoxic | ? | 3.3% | 6.0% | 2.2% | ? | 1.4% | -3.9% | 0.5% | -1.1% | 2.0%
BRCA1 expr up | -66.0% | -19.7% | -1.8% | 2µM* | -21.6% | -36.5% | -8.9% | -1.0% | -1.7% | 20.2%
Tb PFK inh | -5.7% | -7.6% | 3.1% | 0.8% | -4.7% | 0.5% | -0.2% | 0.7% | -4.8% | -5.7%
FLuc modulator | 13.5µM* | -0.5% | -1.2% | -6.8% | 0.151µM* | 3.2% | 6.0% | -1.8% | 0.3% | /

# Results in ELG1 DNA repair, RORgamma inh and TRPV1 ag, for 2 of the compounds above:
no. | SMILES | ELG1 DNA repair | RORgamma inh | TRPV1 ag
6 | Cc1cccc(C)c1NC(=S)NC(=O)c1ccccc1F | 3.7% | 4.47µM* | -3.6
10 | CCOC(=O)N1CCN(C(=O)COC(=O)c2cc(C)ccc2C)CC1 | 3.4% | / | /

# A few values from the list:
# `Cc1ccc(C(=O)Nc2nnc(SCC(=O)N3CCCc4ccccc43)s2)cc1` in p53 reactivator is entered as 15.2%
# `O=C(CSc1ccc(-c2ccccn2)nn1)Nc1ccc(F)c(F)c1` in BRCA1 expr up is entered as -66.0%
# `CCOC(=O)N1CCN(C(=O)COC(=O)c2cc(C)ccc2C)CC1` in ELG1 DNA repair is entered as 3.4%

# Other records follow.
11. Cc1cc(Cl)cc(C)c1OCCNCc1ccccc1
12. Cn1ncc(Br)c1C(=O)NC1CCCCC1
13. Cc1cc2ncn(C(=O)c3ccc(F)cc3)c2cc1C
14. Cc1oc2c(c1C(=O)NCCCC(=O)O)CCCC2
15. COc1cccc(-c2nc(CS(=O)(=O)CC(=O)NCCc3ccc(C)cc3)c(C)o2)c1
16. NC(=O)C1CCN(CC(=O)NC(=O)NC2CCCC2)CC1
17. O=[N+]([O-])/C(C(Cl)=C(Cl)Cl)=C1\Nc2ccccc2O1
18. N=c1scc(-c2ccccc2)n1/N=C/c1ccco1
19. C/C(=N\NC(=S)NCc1ccccc1)c1ccc(Cl)s1
20. Cc1ccc(C(=O)NNC(=O)CCN2C(=O)C3CCCCC3C2=O)cc1 (configuration not stated)

assay / compound | 11 | 12 | 13 | 14 | 15 | 16 | 17 | 18 | 19 | 20
VP16 counter | -6.2% | 6.2% | 3.8% | ? | -10.0% | 0.1% | -3.4% | -6.8% | 8.91µM* | -3.2%
Rab9 prom act | -3.8% | -1.6% | -3.8% | 20.2% | -2.6% | -0.8% | 0.8% | 3.55µM* | -1.7% | -0.9%
p53 reactivator | / | -2.6% | -3.8% | 0.5% | 1.0% | 5.2% | 22.0% | ? | 8.1% | 1.9%
RORgamma inh | -5.7%[1.91 µM] | -5.5% | -1.0% | 6.8% | 0.9% | -7.8% | 14.8% | -27.5% | 1.41µM* | -6.7%
NPC1 prom act | -6.6% | -0.5% | 2.3% | 1.8% | -0.4% | -1.0% | 1.2% | ? | 0.0% | -12.9%
TRPV1 ag | 14.3 | -0.5 | 3.5 | 0.5 | ? | 4.7 | -1.7 | 4.9 | 12.0 | -1.8
ELG1 DNA repair | -24.5% | -11.4% | 10.0% | -0.5% | -4.3% | 3.1% | 17.5% | ? | -4.3% | 6.5%
ELG1 genotoxic | -8.0% | -9.5% | 1.8% | 4.7% | -2.6% | 1.0% | 2.3% | ? | -10.1% | 3.2%
BRCA1 expr up | -30.9% | 5.9% | -0.6% | 16.1% | -29.6% | -13.2% | -50.3% | 2.0% | -24.8% | 6.7%
Tb PFK inh | -1.6% | -0.9% | -0.6% | 0.3% | 1.9% | 2.9% | -2.9% | -0.2% | 0.0% | 4.0%
FLuc modulator | 3.8% | 0.4% | 13.5µM* | -2.4% | -0.4% | -1.3% | -2.4% | 6.75µM* | -6.7% | 2.4%

21. CCNC(=S)NN(c1ccccc1)c1ccccc1
22. COc1cccc(C(=O)N2CCC(C(=O)NCc3ccco3)CC2)c1
23. O=C(Oc1cccc2cccnc12)c1ccco1
24. O=C(NCc1cccnc1)C1c2ccccc2C(=O)N1C1CCCCCC1 (configuration not stated)
25. CN1C(C)(C)CCCC1(C)C
26. CNC(=O)CCc1ccc(OC)cc1
27. Cc1cccc(-n2ncc3c(NNC(=O)c4ccco4)ncnc32)c1
28. C=CCOc1ccc(CN(C)c2ccc(S(=O)(=O)N3CCN(C)CC3)cc2[N+](=O)[O-])cc1
29. Cc1ccccc1-c1ccc(=O)n(CC(=O)Nc2ccc(S(=O)(=O)N(C)C)cc2)n1
30. NC(=O)c1c(NC(=O)C(=O)NCCCN2CCOCC2)sc2c1CCCC2
31. CCn1c(C(C#N)/C(=N\S(=O)(=O)c2cccs2)c2ccccc2)nc2ccccc21 (configuration not stated)
32. Cc1cc(SCC#N)nc2ccccc12
33. CC(=O)c1cccc(NC(=O)CNC(=O)Cc2ccccc2)c1

assay / compound | 21 | 22 | 23 | 24 | 25 | 26 | 27 | 28 | 29 | 30 | 31 | 32 | 33
VP16 counter | ? | -4.7% | 3.98µM* | -3.1% | -9.9% | 2.8% | 7.94µM* | / | -16.0% | -2.1% | ? | -1.1% | 2.9%
Rab9 prom act | -1.7% | 1.4% | 2.3% | 3.1% | 1.5% | -4.3% | 11.3% | 2.8% | -7.7% | 0.4% | -1.8% | -3.2% | 2.6%
p53 reactivator | 5.3% | -0.3% | 26.7% | 3.9% | -3.4% | -0.2% | 27.1% | 8.5% | -5.4% | -4.2% | -1.0% | 1.5% | 2.4%
RORgamma inh | 7.94µM* | -2.4% | 1.58µM* | 0.1% | -16.0% | -1.6% | 7.08µM* | / | 9.1% | -11.4% | -138.1% | -5.0% | -3.8%
NPC1 prom act | 2.9% | 0.9% | -2.5% | -3.1% | 2.5% | -4.8% | 1.8% | -0.9% | -1.1% | -1.8% | 2.0% | 3.3% | -3.6%
TRPV1 ag | 7.3 | -1.6 | 0.1 | 2.9 | 1.3 | 0.2 | 3.0 | 1.0 | 16.2 | -1.0 | -2.1 | 15.3 | 3.9
ELG1 DNA repair | ? | 3.1% | 1.6% | 5.2% | 12.7% | ? | -3.7% | -15.3% | -8.5% | -8.4% | -9.2% | -9.5% | 9.0%
ELG1 genotoxic | -0.8% | -0.5% | -2.7% | 0.8% | 0.0% | -3.4% | 5.8% | -0.1% | -1.6% | 0.8% | 0.7% | 0.7% | 2.5%
BRCA1 expr up | -22.4% | 6.8% | -23.2% | -13.9% | 8.3% | 3.6% | 24.9% | -38.5% | -5.3% | 0.0% | -53.2% | 0.0% | 3.8%
Tb PFK inh | -6.2% | 0.2% | -7.1% | 1.2% | 1.2% | 1.7% | 1.6% | -2.0% | 0.0% | -5.2% | 1.5% | -1.2% | 0.5%
FLuc modulator | 9.1% | -1.0% | -11.9% | -0.4% | 4.7% | 0.7% | ? | / | 2.7% | 4.5% | 3.6% | -11.9% | -0.4%
